CIT2 TOR yeast – modulators of CIT2-GFP expression in yeast, primary screen, S. cerevisiae, GFP fusion, multiplex flow cytometry, MLPCN library; 0.065% of 320,000 active; GFP response vs DMSO, % at 10 µM; S. cerevisiae CIT2-GFP strain, 3 h; 100 means same as DMSO wells;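 active = GFP response relative to DMSO above a set limit, near the screen mean plus 3 SD, cut at about 150% in these data; inconclusive = Fewer than 70 cells measured for a yeast strain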;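 note: ratio of well median GFP fluorescence to mean of DMSO wells on the plate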
CR mimetic SO – reduction of superoxide in aged yeast, primary screen, HTS. S. cerevisiae aged cells, superoxide DHE fluorescence; hits give low values. superoxide response (% of plate mean), % at 10 µM. 0.18% of 330,000 active. AID 2690, 2010;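 active = superoxide response under a set limit, about three screen SD below normal, cut at about 65% in these data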;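 note: yeast aged for seven days with compound at 30 °C before DHE staining; 100% = average MFI of all compound-treated wells on the plate with controls excluded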
GRK2 aptamer HTS – compounds blocking aptamer binding on GRK2 – biochemical, human GRK2, bead flow cytometry, HTS, primary screen | FAM-aptamer displacement from GRK2 | inhibition of aptamer binding, % at 10 µM | Beta-adrenergic receptor kinase 1 (Homo sapiens), P25098 | AID 488847, 2010 | 0.59% of 330,000 active;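 active = inhibition of aptamer binding above 40%, roughly 3 SD of noise, on plates passing a quality check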;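 note: median bead fluorescence of bound FAM aptamer so fluorescent compounds give negative values; no value below 0 was filed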
MEX-5 binding – MEX-5 zinc finger RNA-binding disruptors – biochemical, C. elegans, fluorescence polarization, MLPCN library, primary screen | Zinc finger protein mex-5 (Caenorhabditis elegans), Q9XUB2 | AID 1832, 2009 | MEX-5/FITC-TCR2 RNA binding; hits give low values | 0.38% of 300,000 active | activity score (negative = inhibition of binding), % at 10 µM;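 active = inhibition past about -25% in most replicates, and total fluorescence under double the plate's negative control median, limit read from the data; inconclusive = replicates evenly split on the limit, or fluorescence at least double controls; inactive = too little inhibition in most replicates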;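 note: 0% = DMSO and -100% = 5 µM competing unlabeled TCR2 RNA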
MCL1-BIM inh – inhibitors of MCL1 binding to BIM-BH3, primary screen, biochemical, fluorescence polarization | GST-MCL1 / FITC-Bim-BH3 fluorescence polarization | 0.68% of 320,000 active | inhibition, % at 10.9 µM;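 active = inhibition above the mean inhibition of all tested compounds plus 3 SD, set per campaign, cut at about 40% in these data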;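 note: 0% = DMSO wells and 100% = unlabeled Bim-BH3 peptide control; higher means more loss of mP so more displacement of Bim peptide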
Target sequence (Q07820 whole entry, looked up): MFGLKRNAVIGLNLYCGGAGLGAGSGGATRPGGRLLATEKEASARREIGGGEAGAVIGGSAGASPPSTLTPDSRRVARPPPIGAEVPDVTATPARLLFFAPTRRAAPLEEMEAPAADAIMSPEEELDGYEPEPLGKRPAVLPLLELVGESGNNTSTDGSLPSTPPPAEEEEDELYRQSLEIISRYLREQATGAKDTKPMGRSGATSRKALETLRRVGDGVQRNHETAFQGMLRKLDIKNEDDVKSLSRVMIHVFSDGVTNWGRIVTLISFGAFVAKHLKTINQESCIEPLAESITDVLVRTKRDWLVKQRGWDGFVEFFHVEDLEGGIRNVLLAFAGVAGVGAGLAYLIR
BCLXL inh – inhibitors of human Bcl-xL, primary screen, biochemical, fluorescence polarization, HTS; Bcl-2-like protein 1 (Homo sapiens), Q07817; GST-Bcl-xL / FITC-Bim BH3 peptide fluorescence polarization; inhibition, % at 10.9 µM; 0.7% of 320,000 active;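 active = inhibition above the mean of all tested compounds plus 3 SD, cutoff set per campaign, cut at about 30% in these data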;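 note: 0% = DMSO wells and 100% = unlabeled Bim-BH3 peptide competitor; inhibitors lower millipolarization by displacing the labeled peptide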
Target sequence (Q07817 whole entry, looked up): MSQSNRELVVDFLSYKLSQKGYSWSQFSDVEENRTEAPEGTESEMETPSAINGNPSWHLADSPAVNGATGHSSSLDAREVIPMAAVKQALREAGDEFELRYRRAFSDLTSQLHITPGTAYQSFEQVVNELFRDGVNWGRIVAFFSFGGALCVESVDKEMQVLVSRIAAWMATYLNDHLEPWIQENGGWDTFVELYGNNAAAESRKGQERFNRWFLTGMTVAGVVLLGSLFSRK
AGP1-GFP MLPCN – modulators of AGP1-GFP expression in yeast TOR pathway, primary screen, cell-based, multiplex flow cytometry, S. cerevisiae, MLPCN library | 3 h; GFP as percent of DMSO wells | GFP response vs DMSO, % at 10 µM | 0.02% of 320,000 active | AID 2066, 2009;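 active = GFP response relative to DMSO above a set limit, near screen average plus 3 SD, cut at about 150% in these data; inconclusive = fewer than 70 cells counted for the yeast strain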;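 note: median GFP channel fluorescence of the gated AGP1 strain per well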
VLA-4 inh – inhibition in human VLA-4 binding assay, primary screen, VLA-4 allosteric modulator project, MLPCN library, flow cytometry, VLA-4 expressing cells. ligand binding flow cytometry. inhibition, % (about 7 µM as worked out from the volumes in the protocol). 0.2% of 330,000 active; in the data active = inhibition above about 50%
GLD-1 RNA inh – GLD-1/TGE RNA complex disruptors, primary screen, biochemical, fluorescence polarization | Female germline-specific tumor suppressor gld-1 (Caenorhabditis elegans), Q17339 | purified GLD-1 + fluorescein TGE RNA | inhibition, % at 5.96 µM | 0.44% of 320,000 active | AID 2280, 2010;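 active = percent inhibition above a per-plate cutoff, the plate mean of test compounds plus 3 SD, cut at about 30% in these data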;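 note: 0% = DMSO wells with GLD-1 and probe and 100% = wells lacking GLD-1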
Target sequence (Q17339 whole entry, looked up): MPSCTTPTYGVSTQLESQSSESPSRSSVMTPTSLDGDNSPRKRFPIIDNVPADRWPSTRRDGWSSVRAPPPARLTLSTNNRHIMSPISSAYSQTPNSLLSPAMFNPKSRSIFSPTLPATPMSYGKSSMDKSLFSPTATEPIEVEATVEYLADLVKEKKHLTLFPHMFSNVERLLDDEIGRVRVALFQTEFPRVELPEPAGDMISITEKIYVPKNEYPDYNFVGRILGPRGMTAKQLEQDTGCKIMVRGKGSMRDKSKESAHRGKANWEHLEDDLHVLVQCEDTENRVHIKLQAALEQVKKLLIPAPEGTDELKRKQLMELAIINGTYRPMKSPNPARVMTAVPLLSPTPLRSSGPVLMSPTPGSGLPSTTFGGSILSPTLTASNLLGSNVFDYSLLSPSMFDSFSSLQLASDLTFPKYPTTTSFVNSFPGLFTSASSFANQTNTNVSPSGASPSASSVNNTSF
An asterisk follows results filed as active; i = inactive; ? = inconclusive; nt = no result given. This is a random part of the collection (roughly 2.1% active in at least one column).

SMILES	CIT2 TOR yeast	CR mimetic SO	GRK2 aptamer HTS	MEX-5 binding	MCL1-BIM inh	BCLXL inh	AGP1-GFP MLPCN	VLA-4 inh	GLD-1 RNA inh
O=C(COC(=O)COc1ccc(Br)cc1)Nc1ccc2c(c1)OCCO2	93	119	5	nt	-2	-1	101	-2	0
Cc1cccc2[nH]c(CN(C)C(=O)CC3C(=O)NCCN3CC(C)(C)C)nc12 (centres undefined)	104	97	0	0.6	4	7	97	10	4
CCn1c(C)[n+](CC)c2ccc(C(=O)N(C)c3ccccc3)cc21	95	87	0	-0.3	-18	-7	94	2	3
CCn1c(CC(=O)Nc2ccccc2)nnc1SCC(=O)NC1CCCC1	107	103	1	3.5	-2	0	101	0	-1
CSc1nnc(C2CCCN(CC(=O)Nc3ccccc3N3CCOCC3)C2)n1C(C)C (centres undefined)	98	99	0	-1.1	9	5	103	7	-2
COc1ccc(Cn2c(O)c(C=Nc3ccc(OC)cc3)c3ccccc3c2=O)cc1	105	92	1	-5.9	-2	-2	101	-15	2
Cc1cccc(C)c1NC(=O)CN1N=NC2C(=O)N(c3cccc(Cl)c3)C(=O)C21 (centres undefined)	100	99	2	-3.4	-6	-5	106	19	-1
O=C(CSC1=NCCS1)c1ccc(Cl)cc1	108	104	0	0.3	4	3	105	6	8
Cc1cccc(C)c1OCc1cc(C(=O)N2CC3C[C@@H]4CC2C[C@H](C3)C4)no1	93	111	3	0.4	4	4	95	0	4
COC(=O)c1sc(S(=O)(=O)N2CCCCC2C(=O)O)c(C(=O)OC)c1C (centres undefined)	96	99	4	-0.8	4	6	104	-17	9
COC(=O)Cc1ccc(NC(=S)NCCSc2ccc(Cl)cc2)cc1	86	99	0	1.7	5	3	98	-5	10
O=C(NC1CCCCC1)C(c1ccco1)N(CCc1ccccc1)C(=O)C(F)(F)F (centres undefined)	100	102	0	0.0	12	11	99	6	8
COc1ccc(CCNC(=O)C2CCCCC2C(=O)O)cc1OC (centres undefined)	98	86	0	nt	13	5	100	3	4
CCOc1ccc(CNc2nc3ccccc3n2C)cc1	100	105	0	2.1	-7	0	90	20	-3
Cc1c(N2C(=O)CSC2c2ccc(F)cc2)c(=O)n(-c2ccccc2)n1C (centres undefined)	99	101	0	-1.9	-4	2	109	23	-2
CCOC(=O)CC1(NC(=O)C2CCC(=O)N(CCc3ccc(OC)cc3)C2)CCCCC1 (centres undefined)	102	102	2	-0.2	2	0	107	32	-1
CCn1c2ccccc2c2cc(C3C(C#N)=C(N)Oc4n[nH]c(COC)c43)ccc21 (centres undefined)	93	105	1	8.6	0	0	93	20	1
O=C(O)/C=C/S(=O)(=O)c1ccc2ccccc2c1	99	95	0	0.0	0	9	116	3	2
Cc1ccc(-n2ncc3c(=O)n(CC#N)cnc32)cc1	103	97	0	1.6	6	6	100	17	0
COc1cc(NC(=S)NC(=O)c2cccs2)ccc1NC(=O)C(C)C	91	111	0	-3.3	2	6	100	-3	4

Among those listed so far, these contain a COOH group:
SMILES	CIT2 TOR yeast	CR mimetic SO	GRK2 aptamer HTS	MEX-5 binding	MCL1-BIM inh	BCLXL inh	AGP1-GFP MLPCN	VLA-4 inh	GLD-1 RNA inh
COC(=O)c1sc(S(=O)(=O)N2CCCCC2C(=O)O)c(C(=O)OC)c1C (centres undefined)	96	99	4	-0.8	4	6	104	-17	9
COc1ccc(CCNC(=O)C2CCCCC2C(=O)O)cc1OC (centres undefined)	98	86	0	nt	13	5	100	3	4
O=C(O)/C=C/S(=O)(=O)c1ccc2ccccc2c1	99	95	0	0.0	0	9	116	3	2

Next section.
SMILES	CIT2 TOR yeast	CR mimetic SO	GRK2 aptamer HTS	MEX-5 binding	MCL1-BIM inh	BCLXL inh	AGP1-GFP MLPCN	VLA-4 inh	GLD-1 RNA inh
COc1cc(-n2c(=O)c3ccccc3n(Cc3ccccc3)c2=O)cc(OC)c1OC	90	97	0	-0.5	11	6	94	17	1
CCCCN1C(=O)C(=O)NC[C@@H]1C(C)O (some centres undefined)	93	107	1	-0.8	-2	0	97	1	-8
CCCCn1c(SCC(=O)N(C)C)nnc1-c1ccncc1	96	84	4	0.3	5	5	97	17	2
Cc1cc(Cl)cc(Cl)c1CNc1c([N+](=O)[O-])c(=O)oc2ccccc12	97	97	3	-0.3	7	2	94	9	0
O=S(=O)(N/N=C1\CCCc2ccccc21)c1ccccc1	99	98	4	nt	0	4	104	4	6
CSc1nnc(N2C(=O)C(O)=C(C(=O)c3ccco3)C2c2ccccc2)s1 (centres undefined)	88	122	1	-40*	53*	54*	80	-4	54*
O=C(NCC1CC1(Cl)Cl)Nc1ccc(Cl)c(Cl)c1 (centres undefined)	93	94	1	1.8	5	-1	105	-1	2
CCNC(=O)c1ccc(C23CC4CC(CC(C4)C2)C3)o1	99	94	0	1.2	-6	3	96	-5	7
C=C1CCN(C(C)C(=O)OC)S(=O)(=O)c2ccccc21 (centres undefined)	88	97	0	-1.5	8	3	82	-22	0
Cc1ccc(C)c2[nH]c(=O)c(CN(CCN3CCCC3)C(=O)Nc3cccc(Cl)c3)cc12	97	102	0	2.1	2	0	94	12	-15
COC(=O)/C(C(C)=O)=C(/C=C/C=C/N(C)C)N(C)C	105	114	1	-3.7	15	12	114	5	7
CCn1c2ccc(C)cc2c2nnc(NN)nc21	105	92	2	-0.3	10	7	96	0	-8
CCCn1nnnc1NC(=O)c1cccs1	116	102	0	-2.8	4	0	106	16	-1
CN(C(=O)COC(=O)c1ccccc1NCCO)C1CCS(=O)(=O)C1 (centres undefined)	101	85	3	0.4	16	3	113	4	3
Cc1ccc(SCCC(=O)Nc2cc(C)on2)cc1	101	89	0	0.8	0	10	106	9	-1
Cc1cnc(C(=O)OC(C)C(=O)Nc2cccc3ccccc23)cn1 (centres undefined)	100	107	7	-4.0	0	0	94	-8	9
O=S(=O)(Nc1cccc(-c2ccc(N3CCCCCC3)nn2)c1)c1cccc(F)c1	100	138	1	-3.5	3	4	107	22	5
COc1cc([N+](=O)[O-])cc(CN2CCCCC2)c1O	101	91	1	0.1	3	4	104	-2	-2
Cn1ncc(Cl)c1C(=O)N1CCN(S(=O)(=O)c2ccc(Cl)s2)CC1	107	99	4	-1.0	3	6	101	-5	4
COCCN(C(=O)c1csnn1)C(C(=O)NC1CCCC1)c1ccccc1F (centres undefined)	103	99	3	-2.9	4	3	93	-4	6
CC(=O)CSc1nnc(-c2ccc(S(=O)(=O)N3CCOCC3)cc2)n1C	97	94	0	1.1	1	-2	66	1	11
CCOc1ccc(C(C)=O)cc1CC(C(N)=O)C(N)=O	99	104	0	1.6	-4	6	96	11	4
CN1CCN(C(=O)C2CCCN(S(=O)(=O)c3ccc(Cl)cc3)C2)CC1 (centres undefined)	108	101	0	-1.7	1	3	103	-10	7
COc1cc2c(cc1OC)CN(C(=O)c1cc3ccccc3oc1=O)CC2	95	101	3	-0.1	3	6	72	4	-7
Cc1cc2oc(=O)cc(CN3CCCc4ccccc43)c2cc1C	?	104	0	1.3	5	21	?	-14	-22
COCc1cc(C)nc(Nc2ccccc2OC)c1C#N	100	103	2	-0.5	13	7	96	6	7
Cc1nc2ccccc2c(=O)n1CCc1ccc(O)cc1	110	87	1	2.4	-2	8	107	1	-3
COC(=O)c1ccc(CSc2nnc(-c3ccncc3)o2)cc1	75	84	0	-3.1	-1	-2	63	1	-7
COc1cccc(/C=N/NC(=O)c2cc(-c3ccccn3)nc3ccccc23)c1O	91	87	1	nt	5	6	101	12	5
CCc1c(C)sc(NC(=O)C2CC2c2ccccc2)c1C(N)=O (centres undefined)	90	99	1	-2.5	6	9	99	-15	0
CC(C)Sc1cc(N2CCCC2)nc(-c2ccc(F)cc2)n1	93	100	0	2.8	1	2	94	-15	-9
COc1cc(OC)cc(C(=O)NCCC(c2ccccc2)c2ccccc2)c1	101	95	0	0.5	7	3	98	-7	6
Cc1ccc(NC(=O)c2cccc(NC(=O)CCC(=O)O)c2)cc1C	91	112	2	-0.2	8	6	97	12	-6
COc1ccc(CCNc2oc(-c3ccc(OC)c(OC)c3)nc2P(=O)(OC)OC)cc1OC	93	88	1	-1.0	9	13	105	18	-2
O=C(CC1C(=O)NCCN1Cc1cccc(C(F)(F)F)c1)NC1CCOCC1 (centres undefined)	103	98	0	-2.6	nt	nt	94	4	nt
O=C(C1CCC1)N1CCc2cc(S(=O)(=O)N3CCCCC3)ccc21	90	114	1	-0.1	-2	3	103	8	7
CN(Cc1cnn(C)c1)C(=O)CC1C(=O)NCCN1Cc1cccc(Oc2ccccc2)c1 (centres undefined)	92	102	9	-1.8	9	12	95	-4	8
O=C(CCn1c(=O)sc2ccccc21)NCCN1CCOCC1	95	120	0	-0.2	-1	0	94	0	2
O=C(NC(=S)Nc1ccc(O)cc1)c1cncc(Br)c1	110	89	0	-0.6	1	4	113	-7	2
Cn1cnnc1SC1c2cccc3cccc(c23)C1NS(=O)(=O)c1ccccc1 (centres undefined)	104	103	6	-0.5	10	4	97	-13	2
O=C(N/N=C/c1ccc(N2CCOCC2)s1)c1ccccc1Br	122	96	0	1.1	9	7	112	-15	-4
CN(Cc1ccccc1)C(=O)CN1CCN(C(c2ccccc2)c2ccccc2)CC1	98	101	0	1.9	-4	-9	97	11	7
COc1ccc2[nH]c(=O)c(CN(Cc3ccccc3)Cc3nnnn3CC3CCCO3)cc2c1 (centres undefined)	96	110	4	-2.0	1	5	104	21	6
Cc1ccc(NC(=O)CSCC(=O)OCc2cc(=O)oc3cc(O)ccc23)c(C)c1	107	98	3	0.0	-5	1	110	9	-4
CCn1nnc2cc(C(=O)Nc3cc(Cl)ccc3C)ccc21	93	113	0	nt	-3	2	99	-10	0
Cc1ccc2[nH]cc(C(=O)CCl)c2c1	81	87	2	0.2	0	4	93	-5	-2
C=CCn1c(CSc2ccccc2[N+](=O)[O-])n[nH]c1=S	102	107	5	-1.5	46*	18	94	7	0
COc1ccccc1NC(=O)Cn1cnc2sc(C(=O)Nc3cc(OC)c(OC)c(OC)c3)c(C)c2c1=O	94	84	4	0.2	-5	-1	93	12	-4
COc1ccc(CC(=O)Nc2ccccc2N2CCCC2)cc1OC	108	i	0	0.7	6	5	112	-1	1
C=CCn1c(Cc2csc(N)n2)nnc1SCC(=O)Nc1ccc(C(=O)OCC)cc1	97	100	2	0.1	6	5	102	3	0
CCCCCCC(=O)NNC(=O)c1c(O)c2ccccc2n(CCC)c1=O	80	79	1	0.1	3	2	79	5	6
O=C(C(Cl)Cl)N1c2ccccc2OCC1c1ccccc1 (centres undefined)	92	92	0	-0.3	0	1	104	10	1
Cc1ccc2c(c1)C(=O)C(=O)N2Cc1ccccc1	95	82	3	nt	nt	nt	98	16	4
Cc1ccc(-n2nnnc2SCC(=O)Nc2c(C)n(C)n(-c3ccccc3)c2=O)cc1	96	96	0	-2.0	5	3	104	17	-3
